From PubChem BioAssay
Apoferritin bind: candidate novel general anesthetic via apoferritin binding | P02791 | apoferritin/1-aminoanthracene competitive binding, fluorescence | Potency, µM (highest dose often 77.5 µM), for the others: top-dose activity change, negative = displacement, usual class: inhibitors | actives 0.074% (n = 350,000); note: potency is the fitted concentration of half-maximal effect; % is set by controls: 0 for no effect and ±100 for the full control effect; nearly all actives have a fitted effect of over 20% in size
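Horse-spleen apoferritin (10 uM) in 50% saturated 1-aminoanthracene in PBS was incubated 10 min at room temperature with compound. Fluorescence (ex 380, em 535 nm) was normalized to free and bound 1-AMA, with concentration-response fitted by a four-parameter Hill equation.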
Pol kappa inh: inhibitors of human DNA polymerase kappa; Q9UBT6; Potency, µM (titrated, usually from 107 µM), inactives show at the top dose activity, negative = inhibition, hits mostly inhibitors; actives 0.53% (n = 400,000); purified Pol kappa, fluorescent DNA synthesis assay, 10 min; note: potency is the fitted concentration of half-maximal effect; % is set by controls: 0 for no effect and ±100 for the full control effect
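10 nM Pol kappa preincubated 15 min at room temperature with compounds, then reaction started with substrate at 50 nM final. Fluorescence read kinetically at 0 and 10 min; buffer-only wells served as negative control.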
POLB inh: inhibitors of human DNA polymerase beta. P06746. AID 485314. Potency, µM (top dose mostly 114 µM), without a hit: top-dose activity change, negative = inhibition, most hits filed as inhibitors. Pol beta primer extension/strand displacement, fluorescence kinetic. actives 1.3% (n = 340,000); note: potency is the fitted concentration of half-maximal effect; % is set by controls: 0 for no effect and ±100 for the full control effect
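Homogeneous kinetic assay of primer extension and strand displacement by 10 nM Pol beta, preincubated 15 min at room temperature with compound before 50 nM substrate (final) was added. Read at 0 and 10 min; four-parameter Hill fit.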
APEX1 inh: blocks human APE1 abasic DNA cleavage; P27695; actives 0.35% (n = 350,000); Potency, µM (titrated, usually from 65.8 µM), for inactives: at the top dose activity change, negative = inhibition, usual class: inhibitors; recombinant APE1, TAMRA/BHQ-2 abasic DNA cleavage fluorescence;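 note: potency is the fitted concentration of half-maximal effect; plate controls were vehicle for no effect and reference inhibitor for full effect; nearly all actives have a fitted effect of over 55% in size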
Target sequence (P27695 whole entry, looked up): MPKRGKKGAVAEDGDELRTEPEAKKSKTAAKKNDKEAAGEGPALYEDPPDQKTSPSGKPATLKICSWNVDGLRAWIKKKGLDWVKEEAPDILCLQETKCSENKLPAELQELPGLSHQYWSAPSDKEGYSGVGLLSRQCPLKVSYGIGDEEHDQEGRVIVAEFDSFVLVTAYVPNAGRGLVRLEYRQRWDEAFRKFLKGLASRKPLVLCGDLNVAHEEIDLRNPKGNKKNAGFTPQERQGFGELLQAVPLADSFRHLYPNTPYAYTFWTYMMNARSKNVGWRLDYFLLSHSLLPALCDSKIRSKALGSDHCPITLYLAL
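Endonuclease cleavage of a quenched abasic-site DNA duplex (50 nM) by APE1 (0.75 nM) was tracked by TAMRA dequenching. Compounds were preincubated with enzyme 15 min at room temperature; data normalized to buffer-only and DMSO wells plus NSC13755 control.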
ALOX12 inh: blocks human arachidonate 12S-lipoxygenase; actives 1.1% (n = 580,000); purified 12hLO, xylenol orange hydroperoxide absorbance; Potency, µM (top dose mostly 108 µM), for inactives: top-dose activity change, negative = inhibition, usual class: inhibitors; P18054; AID 1671190; note: potency is the fitted concentration of half-maximal effect; % is set by controls: 0 for no effect and ±100 for the full control effect
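Purified human 12hLO (150 nM final) in 25 mM Hepes, 0.01% Triton X-100, pH 7.0 was preincubated 15 min at room temperature with compound. Then 40 uM arachidonic acid was added, 30 min. Hydroperoxide was read by Fe-XO absorbance ratio 573/405 nm.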
POLI inh: blocks human DNA polymerase iota activity. Potency, µM (series often up to 115 µM), without a hit: at the highest dose activity, negative = inhibition, usual class: inhibitors. Pol iota fluorescent replication assay, 10 min. actives 1% (n = 390,000); note: potency is the fitted concentration of half-maximal effect
Target sequence (Q9UNA4 whole entry, looked up): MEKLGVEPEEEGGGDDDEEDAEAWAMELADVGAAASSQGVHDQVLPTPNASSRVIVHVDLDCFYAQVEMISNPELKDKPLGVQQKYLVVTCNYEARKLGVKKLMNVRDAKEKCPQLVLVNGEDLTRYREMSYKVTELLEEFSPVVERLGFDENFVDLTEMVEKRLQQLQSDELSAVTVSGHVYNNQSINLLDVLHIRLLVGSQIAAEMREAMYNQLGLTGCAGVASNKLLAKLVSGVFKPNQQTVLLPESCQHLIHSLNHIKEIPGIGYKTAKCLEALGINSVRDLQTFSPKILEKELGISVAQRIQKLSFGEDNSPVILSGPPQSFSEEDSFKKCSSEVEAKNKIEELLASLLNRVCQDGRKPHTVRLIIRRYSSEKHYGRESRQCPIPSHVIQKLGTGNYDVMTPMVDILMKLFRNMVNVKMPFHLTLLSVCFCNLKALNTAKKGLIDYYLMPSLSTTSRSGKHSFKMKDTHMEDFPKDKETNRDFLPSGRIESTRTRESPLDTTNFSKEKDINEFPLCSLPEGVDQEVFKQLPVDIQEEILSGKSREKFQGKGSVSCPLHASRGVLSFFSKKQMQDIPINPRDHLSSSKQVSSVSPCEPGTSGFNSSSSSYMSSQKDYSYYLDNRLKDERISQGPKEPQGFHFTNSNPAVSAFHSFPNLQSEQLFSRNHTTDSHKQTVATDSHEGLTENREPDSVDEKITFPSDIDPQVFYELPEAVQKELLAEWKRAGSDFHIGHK
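Pol iota at 10 nM preincubated 15 min with compounds at room temperature; reaction started with fluorescent substrate, 50 nM final. Fluorescence read kinetically at 0 and 10 min; buffer-only wells as negative control.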
TRHR ag: agonists of human TRH receptor. P34981. activation, % at 2 µM. TRHR cells, calcium flux fluo-8, FDSS agonist mode. actives 0.18% (n = 360,000); in the data active = activation above about 30%; note: 0% is about no effect
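TRHR-expressing cells loaded with fluo-8 calcium dye; 23 nL library compound pin-transferred, kinetic FDSS fluorescence (Ex 480/Em 530) recorded about 180 s for agonist-induced calcium release, before a 10 nM TRH EC20 addition for potentiator mode.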
BLM inh: Bloom syndrome helicase (human) inhibition; P54132; recombinant BLM DNA unwinding, fluorescence dequenching; Potency, µM (series often up to 56.1 µM), for inactives: at the highest dose activity change, negative = inhibition, hits mostly inhibitors; actives 0.2% (n = 350,000);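 note: potency is the fitted concentration of half-maximal effect; plate controls were vehicle for no effect and no enzyme for full effect; nearly all actives have a fitted effect of over 35% in size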
ERG-DNA inh: ERG Ets/DNA interaction inhibition | P11308 | Potency, µM (series often up to 76.9 µM), for the others: at the highest dose FP activity, negative = inhibition, hits mostly inhibitors | actives 0.028% (n = 370,000) | fluorescence polarization, His-ERG Ets domain / labelled DNA; active = well fitted inhibition curve with a large enough effect in the polarisation, with a control signal flat; inconclusive = small, poorly fitted or top-dose-only effect, or effect the other way, or a change in a side signal; inactive = no such curve, though single readings can be large or run the other way; the % refers to the polarisation;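 note: polarization taken with two DNA probes labelled with fluorescein and Texas red; potency is the fitted concentration of half-maximal effect; % of control where 0% means no effect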
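His-tagged ERG Ets domain (1 uM in the protein solution; 300mM KCl, 50mM Tris-HCl, 1mM EDTA, 1mM DTT, pH 7.5) received compound, then a probe mix of 5 nM fluorescein-DNA and 100nM Texas-615-DNA. Fluorescence polarization was read for both dyes.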
Active calls of the source: *; ? = inconclusive; nt = no result given; & = joins results of further samples; [ ] = remark or other dose. Unless noted, calls come from the whole dose curve; as a rule, active = well fitted curve in the direction sought with a large enough effect; inconclusive = small, poorly fitted or top-dose-only effect, or another doubt; inactive = no such curve, though single readings can be large; an effect the other way counts as inactive or inconclusive.

SMILES | Apoferritin bind | Pol kappa inh | POLB inh | APEX1 inh | ALOX12 inh | POLI inh | TRHR ag | BLM inh | ERG-DNA inh
CC1CCC2(CC1)NC(=O)N(CC(=O)Nc1cccc(S(=O)(=O)N3CCCC3)c1)C2=O (stereo not given) | nt | -9.9% | nt | -13.5% | -2.9% | -12.2% | -0.4 | nt | -7.1%
COC(=O)C(O)(CC(=O)Nc1cccc(SC)c1)C(F)(F)F (stereo not given) | ? | -5.1% | 1.4% | -1.7% | -15.2% | -1.3% | -0.5 | 0.3% | nt
CCS(=O)(=O)N1CCCC(C(=O)N2CCc3ccccc3C2)C1 (stereo not given) | -11.4% | -6.7% | 93.2% | 2.4% | 12.3% | 22.8% | 0.0 | -6.1% | -13.1%
Cc1cc(C(=O)OCC(=O)N2CC(=O)Nc3ccccc32)c(C)n1-c1ccc(F)cc1 | -20.8% | 3.0% | 7.2% | -7.7% | -8.0% | -6.1% | -0.7 | -2.7% | 8.9%
NCCCC[C@@H](C(=O)NCCCCCCCCCCC(=O)N1CCNCC1)n1cc(CCO)nn1 | nt | -9.4% | nt | 14.7% | ? | -21.8% | 0.3 | nt | -5.5%
Cc1ccccc1OCC(=O)Nc1sc(C(=O)Nc2cccc(C)c2C)c(C)c1C#N | -7.8% | 1.3% | 37.5% | -12.6% | 11.4% | 8.9% | -0.2 | -0.7% | 0.1%
COc1ccc(-n2ncc3c(NC4CCCC4)ncnc32)cc1 | 32.7%[activator] | 0.4%[60.1 µM] | ? | nt | -25.5% | 16.0% | 0.1 | -7.4% | 8.4%
Cc1ccc2cc3cc(C(=O)NCCCN4CCCC4)oc3nc2c1 | -7.0% | -0.4% | 9.3% | -9.2% | ? | ? | 0.0 | -0.3% | 8.4%
CSc1ccc(S(=O)(=O)N2CCC(C(=O)NCCN3CCOCC3)CC2)cc1 | -0.8% | -2.5% | 2.1% | 64.9%[activator] | -23.2% | -2.8% | -0.9 | -1.0% | 4.1%
CO/N=C(/CS(=O)(=O)c1ccc(C)cc1)c1ccc(OC)cc1 | -21.0% | -3.8% | 2.2% | 4.0% | 20.3% | 4.2% | -0.1 | -7.0% | -3.0%
CCOC(=O)N1CCN(Cc2nc3ccc([N+](=O)[O-])cc3c(=O)n2-c2cccc(OC)c2)CC1 | ? | 0.8% | 0.2% | -3.5% | 0.0% | 39.6% | -0.1 | -7.2% | -4.4%
Cc1cccc(C)c1NC(=S)N/N=C/c1ccc(C(=O)O)cc1 | 1.3% | -3.9% | -0.9% | ? | 0.0% | 61.8%[activator] | 1.1 | -6.1% | -2.5%
Nc1nnc(CC(=O)N/N=C/c2ccc([N+](=O)[O-])cc2)s1 | -5.6% | -7.9% | 1.6% | -2.7% | 0.0% | -11.0% | 0.3 | -5.3% | -1.3%
Cc1nn(-c2ccccc2)c(Cl)c1C(=O)N1CCN(C)CC1 | -2.8% | -5.0% | 3.9% | 2.6% | -4.1% | 1.4% | 0.3 | -5.8% | -2.6%
CCNc1nnc(SCC(=O)N2c3ccccc3NC(=O)CC2C)s1 (stereo not given) | nt | -5.7% | nt | 1.3% | -1.1% | 8.4% | 0.7 | nt | nt
CCn1c(C)cc(/C=C2/NC(=O)N(Cc3ccccc3F)C2=O)c1C | 0.7% | -17.7% | -4.1% | 1.1% | ? | 49.1%[activator] | 0.2 | -3.6% | -6.0%
CC1CCCC(C)N1C(=S)SCC(=O)O (stereo not given) | 2.5% | 11.5% | -1.2% | -2.2% | 4.0% | -7.9% | 0.0 | -1.5% | 7.1%
Cc1ccc(S(=O)(=O)Nc2nonc2C)cc1 | -7.6% | -6.3% | 22.5% | 0.8% | -6.8% | -2.1% | 0.5 | 1.2% | -2.7%
CC(c1ccc(F)cc1)n1cc(S(=O)(=O)N2CCCC2)ccc1=O (stereo not given) | nt | 1.9% | nt | 2.9% | -5.8% | 23.6% | -0.5 | nt | -10.7%
O=C1CC(c2ccccc2)Cc2nc(NCc3ccco3)ncc21 (stereo not given) | 5.7% | -4.8% | 10.9% | -3.0% | 9.5% | 20.1% | -0.9 | -1.7% | -4.6%
CN(C(=O)Cn1cnc2ccccc2c1=O)C1CCS(=O)(=O)C1 (stereo not given) | nt | -6.3% | nt | -1.5% | 13.3% | 8.2% | 0.1 | nt | -2.5%
CCCCCCCCCCCCC(=O)CCCCC(=O)O | -4.4% | -6.9% | -0.9% | 0.1% | -4.3% | -11.7% | 0.3 | -2.8% | -7.0%
CC1CN(C(=S)Nc2ccc(Br)cc2)CC(C)O1 (stereo not given) | -6.4% | -2.7% | 0.3% | 2.6% | 33.0% | -6.0% | 0.1 | -2.0% | 1.5%
CCN(CC)S(=O)(=O)c1cc(NC(=O)CSc2nnc(N)s2)ccc1C | nt | -3.9% | nt | -8.4% | 7.0% | -3.5% | -0.3 | nt | 20.5%
O=C(NCCCN1CCOCC1)[C@@H]1CSC2c3ccccc3C(=O)N21 (stereo not given in full) | -1.1% | -5.3% | ? | -1.8% | 0.0% | -1.9% | 0.3 | -1.9% | -7.4%

(continued)
SMILES | Apoferritin bind | Pol kappa inh | POLB inh | APEX1 inh | ALOX12 inh | POLI inh | TRHR ag | BLM inh | ERG-DNA inh
O=C(NCC(c1cccnc1)N1CCOCC1)c1ccc2c(c1)OCO2 (stereo not given) | 6.5% | 6.4% | -0.6% | 14.9% | ? | -2.5% | -0.4 | 1.8% | -9.8%
CC(=C/c1ccccc1)/C=N/NC(=O)c1ccccn1 | 4.3% | 5.0% | 63.1µM* | 1.4% | -5.6% | 23.7% | 0.3 | -3.0% | 3.2%
O=C(COc1ccc(Br)cc1Cl)Nn1cnnc1 | -0.3% | -9.6% | 14.9% | 24.9% | 6.8% | 53.2%[activator] | 0.0 | -5.1% | 1.1%
CCN(CC)C(=O)Cn1cc(S(=O)(=O)CC(=O)N2CCOCC2)c2ccccc21 | nt | -8.0% | nt | nt | 333.6%[activator] | 24.7% | nt | nt | 0.5%
C/C(=N\NC(=O)Cc1ccc(Cl)cc1)c1ccc(F)cc1 | -13.8% | -19.8% | 43.5% | 29.0% | 4.3% | 2.2% | 0.2 | -2.6% | -3.4%
COc1ccc(NC(=O)CCNS(=O)(=O)c2cc(Br)cnc2N)c(OC)c1 | -6.5% | -7.9% | 14.7% | 25.1% | 14.4% | 21.7% | -0.1 | -0.1% | -4.7%
O=C(CCCCCN1C(=O)c2ccccc2C1=O)Nc1ccccc1 | -12.8% | -5.4% | 9.9% | 5.1% | -4.4% | -4.6% | 0.1 | -0.7% | -3.8%
CCCCN(CC)Cc1ccc(CNC(=O)Nc2ccc(Cl)cc2)o1 | -7.5% | 3.1% | 27.7% | 11.6% | ? | ? | 0.5 | 2.8% | 0.2%
O=C(O)Cc1c(Cl)ccc(Cl)c1Cl | 0.6% | 12.8%[60.1 µM] | nt | -3.8% | nt | nt | nt | -8.4% | nt
Cn1cc(CN2CCC(O)CC2)c(-c2ccc(Oc3ccccc3)cc2)n1 | -7.4% | -3.9% | -8.8% | ? | -16.7% | -12.7% | -0.9 | 1.6% | 19.2%
N#CCOC(=O)C1c2ccccc2Oc2ccccc21 | -18.0% | -6.4% | 25.4% | 16.8% | ? | -20.1% | -2.4 | -3.7% | 13.9%
O=C1CC(c2ccco2)CC2=C1C1c3ccccc3C(=O)N1c1ccccc1N2 (stereo not given) | -4.9% | 1.8% | -1.8% | 12.3% | -13.4% | 2.5% | 0.9 | -12.8% | -15.9%
Cc1cc(C)n(C(=O)/C=C/c2cccs2)n1 | -8.9% | -3.8% | 33.7% | 1.2% | 4.2% | 54.7%[activator] | 0.3 | -2.5% | 2.0%
COc1cccc(CN(C(=O)c2ccccc2)C2CCS(=O)(=O)C2)c1 (stereo not given) | -1.0% | 4.4% | 28.6% | 49.8%[activator] | 9.0% | -8.9% | -0.2 | 3.9% | 12.0%
CCNC(=O)Cn1c(=O)c(=O)n(Cc2ccccc2)c2ccc(Cl)cc21 | 9.7% | 0.6% | -2.6% | -3.5% | -29.7% | 14.7% | -0.1 | 0.7% | 4.4%
CCN(CC)C(=O)[C@H]1C[C@H](CC(=O)NC(C)(C)C)C(=O)N2CCc3c([nH]c4ccc(Cl)cc34)[C@]12C | nt | 3.8% | nt | -3.4% | -29.7% | 30.7%[activator] | nt | nt | -0.3%
C=CCn1c(Oc2ccc(C(=O)OC)cc2)nc2c1c(=O)n(C)c(=O)n2C | -6.9% | -19.3% | 3.6% | -6.8% | 1.7% | 14.0% | 0.1 | 0.8% | 0.8%
CC(C)Oc1ccc(C(=O)Nc2cccc3cccnc23)cc1 | 3.6% | 5.7% | 21.8% | -3.8% | 19.0%&-4.5% | 23.2% | -0.4 | -8.4% | 3.0%
CN1CCN(C(=O)c2cc(Br)cn2C)CC1 | -0.6% | -0.1% | -14.8% | 17.9% | 6.6% | 133.1%[activator] | 2.0 | -2.3% | 6.0%
COc1cc2c(c(OC)c1CC=C(C)C)C[C@H](c1ccc(O)cc1O)CO2 | nt | -18.5% | nt | nt | -28.2% | -10.2% | nt | nt | 0.4%
O=C(C1=C[C@@H](c2ccc3c(c2)OCO3)C[C@@H](OCCCCO)O1)N1CCN(Cc2ccc3c(c2)OCO3)CC1 | -15.5% | -17.8% | -25.2% | 2.9% | -12.9% | -6.4% | -0.5 | -1.5% | -8.8%

As a short view, part of the list above:
SMILES | Apoferritin bind | Pol kappa inh | POLB inh | APEX1 inh | ALOX12 inh | POLI inh | TRHR ag | BLM inh | ERG-DNA inh
O=C(NCC(c1cccnc1)N1CCOCC1)c1ccc2c(c1)OCO2 (stereo not given) | 6.5% | 6.4% | -0.6% | 14.9% | ? | -2.5% | -0.4 | 1.8% | -9.8%
CC(=C/c1ccccc1)/C=N/NC(=O)c1ccccn1 | 4.3% | 5.0% | 63.1µM* | 1.4% | -5.6% | 23.7% | 0.3 | -3.0% | 3.2%

Some of the compounds tested. The share of hits here may be higher or lower than overall.
